Mtb BioA inh – BioA (M. tuberculosis) enzyme inhibition; purified M. tuberculosis BioA enzyme, plate reader; inhibition, % at 9.99 µM; 0.096% of 360,000 active; AID 602481; in the data active = inhibition above about 40%; inconclusive = no clear call, values can overlap the other calls
FBA Mtb inh – Mtb fructose-bisphosphate aldolase inhibition. purified M. tuberculosis FBA, fluorescence read-out. inhibition, % at 1 µM. 2.3% of 360,000 active; in the data active = inhibition above about 27%;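 note: 0% = vehicle and 100% = reference inhibitor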
GDH-TPI inh – GDH-TPI coupled enzyme inhibition counter-screen. GDH-TPI coupled enzyme counterscreen, NADH absorbance. inhibition, % at 4.8 µM. 1.2% of 360,000 active; in the data active = inhibition above about 30%;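 note: 0% = DMSO wells and 100% = wells lacking the enzyme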
FadD28 binding – M. tuberculosis FadD28 bisubstrate binding inhibition; 0.22% of 360,000 active; inhibition, % at 12.5 µM; FadD28 bisubstrate probe binding, fluorescence polarization; AID 588549; in the data active = inhibition above about 8.5%, passing the limit was not always enough; inconclusive = no clear call, values can overlap the other calls
BoNT-F LC inh – inhibitors of Botulinum neurotoxin F light chain protease; inhibition, % at 10 µM; AID 588497; 0.22% of 360,000 active; Multiplex microsphere protease cleavage assay, flow cytometry; in the data active = inhibition above about 35%, passing the limit was not always enough; inconclusive = no clear call, values can overlap the other calls; note: plate controls were buffer without enzyme for full effect and enzyme alone for no effect
BoNT A protease – inhibitors of Botulinum neurotoxin A light chain protease | multiplex microsphere protease substrate cleavage, flow cytometry | inhibition, % at 10 µM | 0.17% of 360,000 active; note: plate controls were buffer without enzyme for full effect and enzyme alone for no effect
Anthrax LF prot – anthrax lethal factor protease inhibition | P15917 | multiplex microsphere protease cleavage assay, LF | inhibition, % at 10 µM | 0.12% of 360,000 active; note: plate controls were buffer without enzyme for full effect and enzyme alone for no effect
Target sequence (P15917 whole entry, looked up): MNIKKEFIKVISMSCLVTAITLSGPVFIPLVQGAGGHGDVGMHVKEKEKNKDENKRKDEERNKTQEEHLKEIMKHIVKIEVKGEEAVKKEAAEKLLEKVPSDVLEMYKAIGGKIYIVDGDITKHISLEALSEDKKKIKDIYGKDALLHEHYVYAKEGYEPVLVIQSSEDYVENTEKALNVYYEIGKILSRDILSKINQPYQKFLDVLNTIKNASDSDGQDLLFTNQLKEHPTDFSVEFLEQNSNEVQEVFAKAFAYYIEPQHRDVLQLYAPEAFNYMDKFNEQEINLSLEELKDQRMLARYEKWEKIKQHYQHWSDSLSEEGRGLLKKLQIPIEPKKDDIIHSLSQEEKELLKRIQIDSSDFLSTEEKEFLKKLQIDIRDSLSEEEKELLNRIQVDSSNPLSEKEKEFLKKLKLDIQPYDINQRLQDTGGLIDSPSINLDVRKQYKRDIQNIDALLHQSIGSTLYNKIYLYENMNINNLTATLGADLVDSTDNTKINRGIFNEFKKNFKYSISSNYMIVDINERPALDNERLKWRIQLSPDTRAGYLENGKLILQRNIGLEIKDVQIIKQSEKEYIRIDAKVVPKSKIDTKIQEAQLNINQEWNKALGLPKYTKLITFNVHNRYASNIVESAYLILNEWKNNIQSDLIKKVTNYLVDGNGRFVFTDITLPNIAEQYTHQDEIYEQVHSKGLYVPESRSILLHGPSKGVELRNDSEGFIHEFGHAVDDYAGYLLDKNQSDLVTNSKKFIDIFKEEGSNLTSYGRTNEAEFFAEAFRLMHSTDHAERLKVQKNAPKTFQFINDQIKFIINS
PfHsp40 rescue – compounds rescuing yeast from Plasmodium falciparum HSP40 toxicity | 0.68% of 340,000 active | AID 504582 | growth rescue, % at 12.5 µM | S. cerevisiae expressing PfHsp40, growth rescue, ATP luminescence; in the data active = growth rescue above about 28%, passing the limit was not always enough; inconclusive = no clear call, values can overlap the other calls;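 note: yeast W303a lacking pdr1 and pdr3 grown in galactose medium; growth measured after three days at 30 °C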
Mtb UGM inh – blocks M. tuberculosis UGM enzyme; purified UGM, fluorescence polarization probe displacement; P9WIQ1; AID 504406; 0.06% of 320,000 active; inhibition, % at 10 µM; in the data active = inhibition above about 10%, passing the limit was not always enough; inconclusive = no clear call, values can overlap the other calls
* = called active by the depositor; ? = inconclusive; · = no result given; & = joins results of further samples. Cut-off read from the data, not from the text of the source, unless noted: active = inhibition above about 30%; inconclusive = no clear call, values can overlap the other calls; inactive = below that. Random draw from the library; about 4.7% have a hit in one of these screens.

SMILES | Mtb BioA inh | FBA Mtb inh | GDH-TPI inh | FadD28 binding | BoNT-F LC inh | BoNT A protease | Anthrax LF prot | PfHsp40 rescue | Mtb UGM inh
COc1ccccc1N(C(=O)c1ccco1)C(C(=O)NC1CCCC1)c1cccs1 (configuration not stated) | 0.5 | 3 | 4 | -0.4 | -1 | -0.4 | 2 | 0.2 | 1.8
COc1ccc(C(=O)OCC(=O)NCC2CCCCC2)cc1S(=O)(=O)N1CCCc2ccccc21 | -0.8 | 3 | 4 | -0.2 | 18 | 2.0 | 2 | -0.4 | 0.1
Cc1cc(N2CCN(C(=O)c3ccco3)CC2)n2nc(-c3cccc(Cl)c3)cc2n1 | · | 2 | 11 | -1.0 | 1 | ? | 1 | -0.6 | -2.4
CCc1nnc(NC(=O)CN2CCN(Cc3ccc(F)cc3)CC2)s1 | 0.6 | 3 | -14 | 2.5 | -6 | -5.1 | -10 | 0.4 | -0.4
Cc1ccc(Nc2ccc(N3CCN(c4ccc([N+](=O)[O-])cc4)CC3)nn2)cc1 | 0.3 | -4 | 1 | -3.8 | -4 | -0.2 | -1 | -2.4 | -0.5
COc1ccc(OC)c(C(c2nnnn2C2CCCC2)N2CCN(c3ccc(F)cc3)CC2)c1 (configuration not stated) | 0.0 | 1 | 1 | -2.6 | 2 | 0.0 | -6 | -0.4 | -0.8
Cc1cc(OCC(=O)NNC(=S)NCC2CCCO2)cc(C)c1Cl (configuration not stated) | -0.4 | -1 | 5 | -1.3 | 10 | 4.0 | -7 | 0.0 | 0.1
CCOC(=O)c1nccnc1C(=O)Nc1ccc(C(F)(F)F)cc1 | · | -1 | -2 | -0.5 | 1 | -0.4 | -4 | -2.9 | -0.5
COc1ccc(S(=O)(=O)N2CCOCC2)cc1NS(=O)(=O)c1ccc(F)c(F)c1 | 0.1 | -1 | 4 | 1.3 | 5 | 3.9 | -10 | 1.5 | -1.0
Cc1ccc(-c2cc(C(=O)NCCCN3CCOCC3)c3ccc(Cl)c(C)c3n2)cc1 | -0.4 | 3 | 14 | -0.5 | -3 | 0.6 | -3 | 0.5 | -0.9
CCOc1ccc(-n2c(C)nc3cc(C(=O)NCc4ccc5c(c4)OCO5)ccc32)cc1 | 0.4 | -2 | -5 | -7.6 | -2 | 0.5 | 2 | 5.6 | -3.5
CCOC(=O)c1cc(-c2ccccc2)nn1CC1CC(c2cccc([N+](=O)[O-])c2)=NO1 (configuration not stated) | -0.9 | 4 | 6 | -3.2 | -2 | -0.8 | -4 | 0.0 | -0.4
Cc1cc2c(cc1C)N(C(=O)CN1C(=O)c3ccccc3C1=O)C(C)(C)c1ssc(=S)c1-2 | 11 | -2 | 3 | -2.2 | -4 | 0.3 | 0 | 0.1 | 3.8
CCOC(=O)c1oc2ccccc2c1CN1CCN(C(=O)c2ccccc2)CC1 | 0.4 | -1 | 0 | 1.4 | -10 | 0.1 | 3 | 1.1 | -3.1
O=C(N/N=C/c1cc(Br)c(Br)o1)C(O)c1ccccc1 (configuration not stated) | · | 1 | 11 | 0.9 | -2 | 0.7 | 1 | -0.6 | -0.2
CCOc1ccc2nc(SCC#N)c(C#N)cc2c1 | -1.1 | 2 | 6 | 0.2 | -6 | 0.8 | 3 | -1.5 | -1.1
[N-]=[N+]=NC[C@H](c1ccccc1)N1CCN(Cc2ccccc2)CCC1=O | -2.1 | -1 | 7 | 0.0 | 1 | -0.2 | 7 | -0.6 | -0.3
COc1ccc(/C=C/C(=O)OCC(=O)Nc2ccc(N3CCOCC3)cc2)cc1OC | 0.3 | 4 | 18 | 1.0 | -4 | -0.3 | 6 | 0.5 | -1.4
O=C(NCCc1ccccc1)c1ccc(Cl)cc1[N+](=O)[O-] | 1.2 | -1 | -2 | -2.2 | -16 | -0.2 | -13 | -2.1 | -0.8
O=C(CSc1ccc(Cl)cc1)Nc1ccccc1Oc1ccccc1 | -1.4 | -1 | 5 | -2.6 | 0 | 0.1 | 0 | 1.2 | 0.4
Fc1ccccc1OCCCN1CCOCC1 | -1.8 | -1 | -11 | -2.7 | 12 | 8.8 | -16 | -0.8 | -2.0
NC(=O)c1cccc2c3c([nH]c12)CCCC3 | 0.4 | 10 | 12 | -2.6 | -14 | 0.4 | -3 | 0.0 | -0.3
O=C(Nc1cccc(C(F)(F)F)c1)C12CC3CC(CC(C3)C1)C2 | -0.9 | 1 | 11 | -2.3 | 0 | -0.1 | 3 | 1.8 | 0.9
CCN(CC(=O)Nc1cc(Cl)ccc1C)C(=O)c1oc2ccc(OC)cc2c1C | 1.9 | 1 | 2 | -4.1 | 3 | 0.6 | 0 | 0.8 | -1.7
Cc1ccc(-c2nc3ncccn3c2Nc2ccccc2C)o1 | · | 0 | 7 | -3.1 | -9 | -0.8 | -2 | 1.0 | -1.8

The list goes on.
SMILES | Mtb BioA inh | FBA Mtb inh | GDH-TPI inh | FadD28 binding | BoNT-F LC inh | BoNT A protease | Anthrax LF prot | PfHsp40 rescue | Mtb UGM inh
COC(=O)c1ccc(/C=N\n2c(C)nnc2C)cc1 | -0.5 | -6 | 0 | 1.0 | -5 | 0.1 | -3 | -0.9 | 2.5
COc1cc(C(=O)N/N=C(\C)c2ccc3c(c2)OCO3)cc(OC)c1OC | · | 0 | 7 | -1.9 | -4 | -1.7 | 1 | 0.1 | -0.2
O=C(Cn1cc(COc2c(F)c(F)c(Br)c(F)c2F)nn1)c1ccc(O)cc1 | 1.5 | 0 | 31* | -2.8 | -3 | -0.4 | -4 | 1.2 | ·
CC(C)c1ccc(CN2CCC2(C)C(=O)Nc2ccc3c(c2)OCO3)cc1 (configuration not stated) | -1.3 | -3 | 0 | -2.9 | -7 | -0.4 | -14 | · | ·
S=C(NCc1ccc2c(c1)OCO2)NCc1ccc2c(c1)OCO2 | · | 4 | 1 | 0.5 | 3 | 0.5 | 0 | -1.6 | 1.2
CCCCC(=O)Nc1ccc2c3c(cccc13)C(=O)N2CC | · | -1 | 4 | -0.4 | 9 | 2.0 | -2 | -0.6 | 0.6
C[C@H](CO)N1C[C@H](C)[C@H](CN(C)C(=O)Nc2ccc(F)cc2)OCc2ccccc2-c2c(n(C)c3ccccc23)C1=O | 1.1 | 1 | -8 | -3.0 | -2 | 0.3 | -7 | · | ·
O=C1c2ccncc2C(=O)N1CO | · | 3 | 3 | -2.4 | 10 | 0.4 | -2 | 0.5 | -2.0
O=C1c2ccc(Oc3ccc([N+](=O)[O-])cc3)cc2C(=O)N1CCO | 0.6 | 0 | 7 | -1.9 | -11 | -0.7 | -10 | -1.1 | -1.8
Cc1cc([N+](=O)[O-])ccc1N=Nc1c(N)[nH]n(-c2ccccc2)c1=O | · | -3 | 10 | 1.2 | -1 | -0.8 | 0 | · | 0.2
O=[n+]1c2c(n([O-])c3c1CCC3)CCCC2 | 0.8 | 3 | -5 | -1.0 | 12 | 0.5 | -6 | -0.4 | -1.1
CCOC(=O)c1ccc(NC2c3ccccc3C(=O)N2c2ccc(C)cn2)cc1 (configuration not stated) | 1.8 | 6 | -2 | -0.4 | -2 | 0.1 | -8 | -1.3 | 0.6
COc1ccc(C(CNc2ccc(C(F)(F)F)cn2)N(C)C)cc1OC (configuration not stated) | 1.7 | 1 | -1 | 0.9 | -15 | 1.0 | 11 | 0.0 | 5.1
CC(=O)c1ccc(OCCCC(=O)OCc2nnc(-c3ccc(Cl)cc3)o2)cc1 | -1.9 | 2 | -5 | -1.3 | -2 | -0.9 | -11 | -0.9 | -0.1
CCOc1ccc(/C=C/C2=Cc3c(sc(NC(=O)CSc4n[nH]c(N)n4)c3C#N)C(C)(C)C2)cc1 | · | -6 | 0 | -4.2 | 37* | 85* | 58* | 1.8 | 1.1
CCC(Sc1nc(C)cc(C)n1)C(=O)O (configuration not stated) | -1.1 | 1 | 10 | -1.7 | -9 | -1.4 | -2 | 0.1 | -1.6
CCCCN1CC(COCc2ccccc2)Oc2cccc(NCc3ccc(OC)cc3)c2S1(=O)=O (configuration not stated) | -2.1 | 2 | 0 | -3.1 | -3 | -0.4 | -5 | -0.6 | ·
Cc1cc(C(=O)CN2C(=O)CCC2=O)c(C)n1Cc1ccccc1 | -1.2 | -1 | 8 | -2.6 | 1 | -1.0 | 0 | -1.1 | -1.6
Cc1ccc(OCC(=O)N(Cc2ccco2)C2CCS(=O)(=O)C2)cc1 (configuration not stated) | -0.9 | -2 | 0 | -1.4 | -11 | -1.1 | -3 | 0.1 | 1.7
O=C(NCCC1=CCCCC1)c1ccc(-n2cncn2)c([N+](=O)[O-])c1 | · | 2 | 14 | 0.6 | 2 | -3.6 | 6 | · | 2.6
O=C(CCc1nnc(-c2ccc(-c3ccccc3)cc2)o1)NCCc1ccccn1 | · | 11 | -7 | 0.0 | -3 | 0.3 | -10 | -0.4 | -1.1
CCOC(=O)c1c(NC(=O)C2C3C=CC(C3)C2(C)C(=O)O)sc2c1CCCC2 (configuration not stated) | · | 15 | 4 | 0.0 | -8 | -1.7 | 2 | -1.8 | 2.0
CCCCSc1nsc(NC(C)=O)n1 | 1.1 | 1 | 7 | -4.2 | 2 | 2.0 | 1 | -0.4 | 0.1
CCCCC1CC1C(=O)Nc1ccc(OC)c(OC)c1 (configuration not stated) | 0.7 | -2 | 5 | -1.7 | -3 | -0.4 | 0 | -0.9 | 1.7
Cc1ccc2c(c1)N(CC(=O)NCc1cccnc1)C(=O)CO2 | 0.0 | 0 | 1 | -4.0 | -5 | -0.5 | -3 | 0.3 | 1.1

The listing continues:
SMILES | Mtb BioA inh | FBA Mtb inh | GDH-TPI inh | FadD28 binding | BoNT-F LC inh | BoNT A protease | Anthrax LF prot | PfHsp40 rescue | Mtb UGM inh
Cc1ccc(C2SCC(=O)N2c2ccccc2)cc1 (configuration not stated) | -0.2 | 0 | 4 | -2.6 | -23 | 0.9 | -3 | -1.1 | -1.6
O=C1C=CC(=Nc2ccc3c(c2)Cc2ccccc2-3)O1 | -0.4 | 13 | 3 | -1.5 | -6 | -0.2 | -1 | 0.9 | ·
CC(=O)N1CCC(N(CCN2CCOCC2)C(=S)Nc2ccccc2C)CC1 | · | -1 | -8 | -4.1 | -4 | -0.3 | -1 | -1.0 | -2.3
CC(=O)N1CCc2cc(S(=O)(=O)NCCC(=O)N3CCc4ccccc4C3)ccc21 | 8.8 | -2 | 3 | -0.1 | -2 | 0.8 | 3 | 0.1 | 0.6
CCOC(=O)c1nnc(-c2ccccc2)nc1N1CC(C)OC(C)C1 (configuration not stated) | · | 4 | 10 | -0.2 | -1 | -0.3 | 2 | 0.4 | -4.0
C[C@@H]1CN([C@H](C)CO)C(=O)CCCn2nncc2CO[C@H]1CN(C)C(=O)Cc1ccccc1 | -1.4&1.0 | -3 | -6 | -3.4 | 0 | -0.7 | -4 | · | ·
COc1cccc(CN2CCCC(C(=O)Nc3ccc(-c4cscn4)cc3)C2)c1 (configuration not stated) | 0.6 | 2 | -8 | -3.2 | 2 | 0.0 | -8 | -0.1 | 2.0
CC[C@@H]1[C@H]2CCCC(=O)N3CC[C@@H](C[C@@H]1OC(=O)Nc1ccccc1)[C@@H]23 | 7.9 | -2 | 3 | -2.5 | -6 | -0.4 | -1 | 0.1 | 2.6
Nc1[nH]c(=S)nc2nc(-c3ccccc3)c(-c3ccccc3)nc12 | -1.7 | 4 | 5 | -0.4 | -2 | -0.1 | -4 | 39* | 3.1

Quoted at random: five entries already listed
SMILES | Mtb BioA inh | FBA Mtb inh | GDH-TPI inh | FadD28 binding | BoNT-F LC inh | BoNT A protease | Anthrax LF prot | PfHsp40 rescue | Mtb UGM inh
Cc1ccc(C2SCC(=O)N2c2ccccc2)cc1 (configuration not stated) | -0.2 | 0 | 4 | -2.6 | -23 | 0.9 | -3 | -1.1 | -1.6
O=C1C=CC(=Nc2ccc3c(c2)Cc2ccccc2-3)O1 | -0.4 | 13 | 3 | -1.5 | -6 | -0.2 | -1 | 0.9 | ·
CCOC(=O)c1nnc(-c2ccccc2)nc1N1CC(C)OC(C)C1 (configuration not stated) | · | 4 | 10 | -0.2 | -1 | -0.3 | 2 | 0.4 | -4.0
CC(=O)N1CCc2cc(S(=O)(=O)NCCC(=O)N3CCc4ccccc4C3)ccc21 | 8.8 | -2 | 3 | -0.1 | -2 | 0.8 | 3 | 0.1 | 0.6
CC[C@@H]1[C@H]2CCCC(=O)N3CC[C@@H](C[C@@H]1OC(=O)Nc1ccccc1)[C@@H]23 | 7.9 | -2 | 3 | -2.5 | -6 | -0.4 | -1 | 0.1 | 2.6
